Bioassay records from PubChem BioAssay.
Pf Dd2 inh – qHTS Primary assay for Inhibitors of Plasmodium falciparum Dd2 growth in vitro; P. falciparum Dd2 growth, SYBR Green, 72 h; Potency, µM (doses to about 28.9 µM), without a hit: top-dose activity, negative = inhibition, actives largely listed as inhibitors; 4.3% of 120,000 active; active = well fitted inhibition curve with a large enough effect; inconclusive = small, poorly fitted or top-dose-only effect; inactive = no such curve, though single readings can be large or run the other way;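 note: plate controls were DMSO vehicle for no effect and reference drug for full effect; nearly all actives have a fitted effect of over 65% in size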
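Readout: SYBR Green fluorescence, 485 nm excitation, 535 nm emission, after ~16 h lysis at 37C. Before that, Dd2-infected red cells (2.5% hematocrit) grew 72 h with compound, 29 uM top final concentration.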
Starred values were filed as active, the others as inactive; i = inactive; ? = inconclusive; [ ] = another dose, or the depositor's remark. Potency is the fitted concentration of half-maximal effect.

Molecule | Pf Dd2 inh
COc1cccc(CN2CCCOCCNC(=O)CC2)c1 | ?
O=C(c1nc(-c2ccc(Cl)cc2Cl)c2ccccn12)N1CCCC1 | -15.1%
Cc1ccc(F)c(NC(=O)[C@@H]2COCC(=O)N2Cc2ccc(F)cc2)c1 | ?
COc1ccc(CNS(=O)(=O)c2cc3c(cc2Cl)N(C(C)=O)CCO3)cc1 | -15.8%
O=C(NCc1ccccc1Cl)c1ccc(NC(=O)N2CCSc3ncccc32)cc1 | 64.2%[activator]
Cc1cc(OCC(=O)Nc2ncn[nH]2)c(C)c(C)c1Br | 27.4%
O=C(O)c1ccnc(-c2ccnc(NCCc3noc(C4CCC4)n3)n2)c1 | 6.6%
Cn1c(CCC(=O)NCc2ccon2)nc2cc(S(=O)(=O)N3CCCC3)ccc21 | 4.5%
CCOc1cc(C2c3c(-c4ccc(Br)cc4)n[nH]c3C(=O)N2c2ccc(Cl)cc2)ccc1O (stereo not given) | ?
COc1ccc(CN(C)C(=O)Cn2nnnc2CN2CCOCC2)c2cccnc12 | -4.2%
CCCSCCCNC(=O)CN1C(=O)COc2ccc(S(=O)(=O)N3CCCC3)cc21 | 25.0%
COC1CCC12CCN(C(=O)C1CCOCC1)CC2 (stereo not given) | 5.4%
O=C(c1ccc(Cl)cc1)N1CCC2(CC1)CC(c1ccccc1)=NO2 | -14.0%
CCc1[nH]nc(C(=O)N2CC[C@H](N3CCOCC3)[C@H](CCC(=O)O)C2)c1C | -4.6%
OCC1(CN2CCCC2)CCN(Cc2cccc(Cn3cccn3)c2)CC1 | ?
O=C(C[C@@H]1CCNC[C@@H]1Cc1cc(-c2ccccc2)on1)N1CCCCC1 | ?
O=C(NCCCN1CCN(c2ccccc2)CC1)c1ccc2nc(Cc3ccccc3)oc2c1 | ?
Cc1cccc(Cn2c(CN3CCC(C(=O)NC(C)C)CC3)cc3ccccc32)c1 | -17.8%
COc1cccc(CN2CC[C@@](C)(O)[C@H](N3CCCC3)C2)c1 | ?
O=C(c1ccncc1)N1CCC2(CN[S+](=O)([O-])c3cnccc3O2)C1 (stereo not given) | 13.1%
O=C(CCC1CCCC1)N1CCC(c2noc(COc3ccc(F)cc3)n2)C1 (stereo not given) | ?
CC(=O)c1ccc(NC(=O)N2C[C@@H]3C[C@H](C2)c2ccc(NC(=O)Nc4cccc(C#N)c4)c(=O)n2C3)cc1 | -10.3%
CC(C)NC(=O)C[C@@H]1CCNC[C@@H]1Cc1cc(-c2ccccc2)on1 | i
CSc1ccc(C2c3c(oc4cc(C)cc(C)c4c3=O)C(=O)N2Cc2ccco2)cc1 (stereo not given) | -6.6%
CN1c2cc(C(=O)Nc3cccc(Br)c3)ccc2C(=O)N2CCCCCC21 (stereo not given) | ?
COCC1(CNCC2CCCC2)C[C@@H](O)[C@@H](O)C1 (stereo not given in full) | ?
CC1=C(C(=O)OC(C)C)C(c2ccccc2C)N2C(CC(=O)NC3CC3)=CSC2=N1 (stereo not given) | 7.94µM*
CCOc1cccc2c1N[C@@H](c1ccc(C(=O)O)cc1)[C@H]1CC=C[C@@H]21 | i
COC(=O)CNC(=O)C1CCc2nnc(-c3ccc(Cl)nc3)n21 (stereo not given) | 70.7%[activator]
COc1ccc(CNC(=O)C2Cn3cccc3C(=O)N2Cc2cccnc2)cc1OC (stereo not given) | -17.2%

Molecule | Pf Dd2 inh
CC(C)CNC(=O)c1cc(C2CC2)nc2onc(C3CCNC3)c12 (stereo not given) | -8.4%
CC(C)c1noc(-c2cn(C3CCN(C(=O)c4ccc(C#N)cc4)C3)nn2)n1 (stereo not given) | i
CCOC(=O)c1noc2ncnc(Nc3cccc(OC)c3)c12 | 65.5%[activator]
CN1C(=O)CC(C(=O)O)C12CCN(C(=O)Nc1cccc(F)c1)CC2 (stereo not given) | 2.6%
CCOC(=O)C1CCC(CN(Cc2ccc(OC)cc2)S(=O)(=O)c2ccc(F)c(C(=O)Nc3ccc(C)c(C)c3)c2)CC1 (stereo not given) | 6.9%
COc1ccc(CNC(=O)c2ccc(CS(=O)Cc3ccccc3Cl)o2)cc1 (stereo not given) | 15.4%
CCc1ccc(-n2nc(C)c3c(C)cc(=O)n(CC(=O)Nc4ccc(OC)c(OC)c4)c32)cc1 | 38.7%[activator]
Cc1ccc(NC(=O)C(=O)NCC(c2cccnc2)N2CCN(Cc3ccccc3)CC2)cc1 (stereo not given) | 80.8%[activator][0.594 µM]
O=C(Cn1cccc1-c1nc(-c2ccc(F)cc2)no1)Nc1ccc(F)c(F)c1 | i
Cc1ccc(NC(=O)Nc2cccc(-c3ccc(N4CCOCC4)nn3)c2)cc1F | ?
O=C(NCCS(=O)(=O)N1CCN(c2ccccc2)CC1)C1CC(=O)N(c2ccccc2)C1 (stereo not given) | i
CN1C[C@@H](N)C[C@H]1c1nc(-c2ccc3c(c2)OCO3)no1 | ?
CN(C)S(=O)(=O)c1ccc(CNC(=O)C2CCCN(CC(N)=O)C2)cc1 (stereo not given) | -22.1%
O=C(c1ccccn1)N1CCN(C(=O)c2nnn3c2COC(c2ccc(Cl)cc2)C3)CC1 (stereo not given) | i
O=C1[C@@H]2C[C@@H](O)CN2C2(CN(C3CCC(F)(F)CC3)C2)C(=O)N1Cc1cccc(Cl)c1 | i
COc1ccccc1CNc1ccc(-c2nc(C)no2)cc1[N+](=O)[O-] | 9.7%
O=C(c1ccc(Cl)cc1)N1CC2(CCN(CC3CCCCC3)CC2)Cc2ccccc21 | 5.62µM*
O=C1O[C@@H]2CN(S(=O)(=O)N3CCCC3)C[C@@H]2N1CCc1cccc(Cl)c1 | -21.2%
COc1cccc(CN(C(=O)c2oc3ccccc3c2C)C2CCS(=O)(=O)C2)c1 (stereo not given) | -21.5%
CCOC(=O)C1CCCN(C(=O)C2CC(c3ccc(CC)cc3)CN(C(=O)c3ccoc3)C2)C1 (stereo not given) | 1.12µM*
COc1ccc(CCN2CC(NCc3ccc(-n4cccn4)cc3)CC2=O)cc1 (stereo not given) | -24.1%
CCOc1ccc(NC(=O)CSC2=Nc3ccccc3C3=NC(CCC(=O)NCc4ccco4)C(=O)N23)cc1 (stereo not given) | 69.8%[activator]
O=C(CCc1nc2ccccc2[nH]1)NC1CCN(C(=O)N2CC3CC(C2)[C@H]2CCCC(=O)N2C3)CC1 (stereo not given in full) | -23.2%
CCc1ccccc1S(=O)(=O)N1C[C@@H](F)C[C@H]1C(=O)N1CCCCC1 | i
CC(=O)N1CCN(C(=O)N2CC3CC(C2)[C@H]2CCCC(=O)N2C3)CC1 (stereo not given in full) | 20.6%
Cc1cccc(OCCCSc2nc(-c3ccc(C(C)(C)C)cc3)nc3cc(=O)[nH]n23)c1C | 10µM*
O=C1[C@@H]2C[C@@H](O)CN2C2(CN(C3Cc4ccccc4C3)C2)C(=O)N1Cc1ccccc1F | i
O=C(Nc1c(C(=O)c2ccccc2)oc2ccccc12)c1cc(=O)c2ccccc2o1 | 50.8%[activator]
COc1ccc(C2Cn3nnc(-c4noc(Cc5ccccc5OC)n4)c3CO2)cc1 (stereo not given) | ?
CCc1ccc(OCC(=O)N(Cc2cccs2)c2ccc(Cl)cc2)cc1 | i

Molecule | Pf Dd2 inh
Cc1ccc(CNC(=O)CCS(=O)(=O)c2cc3c4c(c2)CCN4C(=O)CC3)cc1 | 38.0%
CCOC(=O)c1cc(-c2ccc(OC)cc2)n(CCC(=O)Nc2nc3ccc(OCC)cc3s2)c1C | ?
CCc1ccc(OCC(=O)NC(Cc2c[nH]c3ccccc23)C(=O)O)cc1 (stereo not given) | 4.6%
CN(C)CC(C)(C)NC(=O)c1csc2nc(-c3cccc(C(F)(F)F)c3)cn12 | ?
Cc1cc(OC2CN([S+](=O)([O-])c3ccc(C(F)(F)F)cc3)C2)ccc1F | -6.9%
CC(Oc1ccccc1)C(=O)Nc1nnc2n1CCS2 (stereo not given) | 16.7%
O=C(c1ccc(F)cc1)N1CCc2nc(OCC3CC3)ccc2C1 | ?
Cc1cc(C[C@@H]2COC[C@@H]2NC(=O)CCN2CCCC2=O)on1 | -4.3%
CCCOc1ccccc1C(=O)N1CCCCC1CCN1CCCCC1 (stereo not given) | ?
COc1cccc(-c2nc(S(=O)(=O)c3ccc(Cl)cc3)c(NCc3ccccc3)o2)c1 | ?
O=C(NCc1ccncc1)C1CN(Cc2cccc(Br)c2)CC12CCOCC2 (stereo not given) | 3.55µM*
CC(NC(=O)c1ccc(Cn2c(=O)c3cccn3c3cccnc32)cc1)c1ccccc1 (stereo not given) | 9.4%
Cc1nn2c(=O)cc(COC(=O)c3ccco3)nc2s1 | 48.4%[activator]
O=C1O[C@@H]2CN(C3CCCC3)C[C@@H]2N1CCc1cccc(Cl)c1 | -10.1%
CCOC(=O)c1c(S(=O)(=O)NCC(=O)NCc2cccc(C)c2)c(C)n(C)c1C | i
COC(=O)c1ccc2c(=O)n(CCCCCC(=O)NC(C)C)c(=O)[nH]c2c1 | ?
CSc1cccc(NC(=O)C2CCCN(S(=O)(=O)c3ccc4c(c3)CCCN4C(C)=O)C2)c1 (stereo not given) | ?
N#Cc1cccc(-c2cn3c(n2)N(C(=O)CC2CCCC2)CCC3)c1 | ?
O=C(c1ccccc1F)N1CC(Oc2ccc3c(c2)OCO3)C1 | 7.0%
COc1ccc(-n2cc(-c3ccccc3)c3c(SC(C)C(C)=O)ncnc32)cc1 (stereo not given) | 8.3%
Cc1ccc(NC(=O)c2sc3ncnc(N(C)C4CCCCC4)c3c2C)cc1 | 15.9%
Cc1ccc(Cl)cc1N1CCN(C(=O)c2cc(S(=O)(=O)N3CCCCC3)cn2C)CC1 | ?
Cc1nc(C)c(C(=O)N2[C@H]3CC[C@@H]2c2cnc(-c4ccccc4)nc2C3)s1 | i
O=C1NC2(CCCN(Cc3ccc(OC(F)(F)F)cc3)C2)Oc2ccccc21 (stereo not given) | i
Cc1noc(C)c1S(=O)(=O)NCCc1csc2nc(-c3ccc(Cl)cc3)nn12 | -4.3%
Clc1ccc(CN2CCc3nc(Nc4ccc5c(c4)OCCO5)ncc3C2)cc1 | i
CCNC(=O)c1ccc(N2CC3CC(C2)[C@H]2CCCC(=O)N2C3)nc1 (stereo not given in full) | -16.7%
Cc1cccc(NC(=O)CSc2ncc(-c3ccc(Br)cc3)[nH]2)c1 | -6.6%
Cc1ccccc1-n1cc(CN(C)Cc2nc(-c3ccc(C(F)(F)F)cc3)no2)cn1 | -0.2%
CCCSc1ncc(CN2CC[C@H]3CNC[C@H]32)cn1 | -26.7%

Compounds shown so far containing a cyano group, in the order listed:
Molecule | Pf Dd2 inh
CC(=O)c1ccc(NC(=O)N2C[C@@H]3C[C@H](C2)c2ccc(NC(=O)Nc4cccc(C#N)c4)c(=O)n2C3)cc1 | -10.3%
CC(C)c1noc(-c2cn(C3CCN(C(=O)c4ccc(C#N)cc4)C3)nn2)n1 (stereo not given) | i
N#Cc1cccc(-c2cn3c(n2)N(C(=O)CC2CCCC2)CCC3)c1 | ?

Some of the entries so far, with each value named:
Cc1ccc(CNC(=O)CCS(=O)(=O)c2cc3c4c(c2)CCN4C(=O)CC3)cc1
  Pf Dd2 inh: 38.0%

CCOC(=O)c1cc(-c2ccc(OC)cc2)n(CCC(=O)Nc2nc3ccc(OCC)cc3s2)c1C
  Pf Dd2 inh: ?

CCc1ccc(OCC(=O)NC(Cc2c[nH]c3ccccc23)C(=O)O)cc1 (stereo not given)
  Pf Dd2 inh: 4.6%

Further results.
Molecule | Pf Dd2 inh
COc1cc(OC)c(NS(=O)(=O)c2cc(-c3cnc(C)o3)ccc2OC)cc1Cl | ?
O=C(CC1CCCC1)N1CCCC(c2nn[nH]n2)C1 (stereo not given) | 3.9%
CCC(CC)c1cc([C@H]2CN3CC[C@H]2C[C@@H]3CNC2CCN(C)CC2)nc(-c2ccncc2)n1 | 1.41µM*
CC(C)(C(=O)N1C[C@H](C2CC2)[C@@H](N)C1)c1ccccc1 | 6.31µM*
COCC(=O)N1CCCN(Cc2ccncc2)C(c2ccccc2)CC(=O)NCC1 (stereo not given) | ?
COCCN1C(=O)c2cccn2CC1CNC(=O)c1ccc2ccccc2n1 (stereo not given) | ?
CCCS(=O)(=O)NC[C@H]1C[C@@H]2CCN1C[C@@H]2c1cc(-c2ccccc2)nc(C)n1 | ?
CC(C)CCNC(=O)c1ccc(-c2ccc(N3CCSCC3)nc2)cc1 | -20.1%
CCOC(=O)CSc1ccc2nnc(CCNS(=O)(=O)c3ccccc3)n2n1 | -10.1%
Cc1ccc(CCNC(=O)C(CC(C)C)NS(=O)(=O)c2ccc3c(c2)oc(=O)n3C)cc1 (stereo not given) | 23.3%
CCCN(C(=O)c1cn(C)c(=O)c2ccccc12)c1ccccc1C | -13.3%
Cc1ccccc1Cn1c(CN2CCC(C(=O)NCc3cccnc3)CC2)cc2ccccc21 | ?
O=C(NCc1ccc(Cl)nc1)c1cn2c(n1)CN([S+](=O)([O-])c1cccc(C(F)(F)F)c1)CC2 | -16.4%
Cc1ccc(CCNC(=O)CN2CC3CC(C2)[C@H]2CCCC(=O)N2C3)cc1 (stereo not given in full) | -23.9%
CCOC(=O)c1ccc(NC(=O)Cn2c(-c3cnccn3)nc(C)c(CCO)c2=O)cc1 | ?
CN(C)CCCn1c(-c2ccc(Cl)cc2)csc1=Nc1ccccc1 | ?
Cn1cnc(S(=O)(=O)N2CC(F)(F)C[C@H]2c2nc(C3CC3)no2)c1 | 3.4%
COCCNC(=O)c1ccc2c(c1)N=C(C)c1cc(C)ccc1S2 | ?
CC(c1cccs1)N(C)C(=O)Nc1ccc(Cl)cc1 (stereo not given) | ?

An excerpt (hit frequency here may not be typical).
